# uPA generation: qHTS for Inhibitors of Cell Surface uPA Generation | AID 540303, 2011 | 0.31% of 330,000 active | Potency, µM (top dose mostly 38.3 µM), without a hit: at the top dose activity change, negative = inhibition, most hits filed as inhibitors | cell surface uPA generation assay, qHTS; active means well fitted inhibition curve with a large enough effect; inconclusive means small, poorly fitted or top-dose-only effect; inactive means no such curve, though single readings can be large or run the other way; tested in mouse RAW 264.7 cells; further: on the % scale 0 is the no-effect control and ±100 the full control effect; nearly all actives have a fitted effect of over 55% in size
# MBNL1-CUG inh: qHTS Assay for Inhibitors of MBNL1-poly(CUG) RNA binding | Muscleblind-like protein 1 (Homo sapiens), Q9NR56 | TR-FRET MBNL1-His/biotin-(CUG)12 binding, 665/545 ratio | Potency, µM (highest dose often 57.5 µM), for inactives: at the top dose activity change, negative = inhibition, actives largely listed as inhibitors | 0.036% of 280,000 active | AID 2675, 2010; active means well fitted inhibition curve with a large enough effect in the signal ratio, with a control signal flat, not every such curve was filed as active; inconclusive means small, poorly fitted or top-dose-only effect, or effect the other way, or a change in a side signal; inactive means no such curve, though single readings can be large or run the other way; the % refers to the signal ratio; further: on the % scale 0 is the no-effect control and ±100 the full control effect
# Target sequence (Q9NR56 whole entry, looked up): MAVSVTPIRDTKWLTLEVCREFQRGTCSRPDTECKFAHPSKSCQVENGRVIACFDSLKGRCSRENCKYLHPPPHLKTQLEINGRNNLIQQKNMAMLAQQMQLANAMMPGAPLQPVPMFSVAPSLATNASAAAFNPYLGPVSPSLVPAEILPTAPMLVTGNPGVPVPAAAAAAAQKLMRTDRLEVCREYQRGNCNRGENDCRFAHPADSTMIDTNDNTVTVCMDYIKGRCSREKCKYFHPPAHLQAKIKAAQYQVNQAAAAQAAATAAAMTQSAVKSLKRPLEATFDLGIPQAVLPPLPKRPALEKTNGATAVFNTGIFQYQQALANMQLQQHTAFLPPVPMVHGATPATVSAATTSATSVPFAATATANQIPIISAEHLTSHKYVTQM
#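 TR-FRET readout: Ex 340 nm, 665/545 nm emission ratio, normalized to buffer-only (basal) and MBNL1-(CUG)12 controls. Complex of MBNL1-His with Biotin-(CUG)12, compounds 92 nM–58 uM, incubated 60 min at room temperature.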
# BRCA1 expr act: qHTS Assay to Identify Small Molecule Activators of BRCA1 Expression; MCF7-BRCA1-FFLuc reporter, luminescence, 48 h; response scale: scaled: vehicle 0%, 10 µM genistein 100%; 1.1% of 380,000 active; Potency, µM (highest dose often 46.1 µM), inactives show at the top dose activation, actives largely listed as activators; AID 624202, 2012; further: nearly all actives have a fitted effect of over 80% in size; some results filed as inactive show a strong effect at the top dose
#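 Using MCF7 cells harboring a BRCA1 firefly luciferase reporter, plated 2 h before compound pinning, the screen measured luminescence after 48 h incubation. Responses were normalized to DMSO and 10 microM genistein, then fitted for concentration-effect.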
# NPC1 promoter act: qHTS Assay for NPC1 Promoter Activators; Huh7 NPC1 promoter luciferase reporter, 24 h; Potency, µM (top dose mostly 9.22 µM), inactives show top-dose activation, most hits filed as activators; 2.4% of 320,000 active; AID 485313, 2010;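 further: % of control where 0% means no effect; nearly all actives have a fitted effect of over 60% in size; reporter is driven by a mutant NPC1 promoter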
#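 Readout is luciferase luminescence, reflecting NPC1 promoter activation in stably transfected Huh7 cells after 24 h compound exposure at 37 °C in reduced-serum medium with 10% FBS.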
# VP16 counter: VP16 counterscreen qHTS for inhibitors of ROR gamma transcriptional activity; Drosophila S2 Gal4-VP16 UAS-luciferase, luminescence, 20 h; Potency, µM (titrated, usually from 53.6 µM), for inactives: at the top dose activity, negative = inhibition, usual class: inhibitors; 3.5% of 310,000 active;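 further: Gal4-VP16 expression switched on by copper sulfate through the metallothionein promoter; on the % scale 0 is the no-effect control and ±100 the full control effect; nearly all actives have a fitted effect of over 50% in size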
# FLuc counter: qHTS profiling assay for firefly luciferase inhibitor/activator using purifed enzyme and Km concentrations of substrates (counterscreen for miR-21 project) | Luciferin 4-monooxygenase (Photinus pyralis), P08659 | purified FLuc, Km substrates, luminescence inhibition | Potency, µM (series often up to 57.5 µM), without a hit: at the top dose activity change, negative = inhibition, most hits filed as inhibitors | 6.9% of 360,000 active | AID 588342, 2011;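 further: plate controls were vehicle for no effect and reference inhibitor for full effect; nearly all actives have a fitted effect of over 55% in size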
#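 Purified P. pyralis luciferase, 10 nM final, with Km-level 10 uM D-luciferin and 10 uM ATP in 50 mM Tris acetate pH 7.5, 10 mM Mg acetate, 0.01% Tween-20, 0.05% BSA; 6-point qHTS titration about 60 µM downward; luminescence read.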
# p53 reactivator: qHTS assay for re-activators of p53 using a Luc reporter; H1299 p53-A138V BP100-luciferase reporter, luminescence, 24 h; Potency, µM (titrated, usually from 92.2 µM), for inactives: top-dose activity change, positive = activation, most hits filed as activators; 0.063% of 320,000 active; AID 504706, 2011; further: % of control where 0% means no effect; nearly all actives have a fitted effect of over 45% in size
#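 p53-null H1299 cells stably carrying temperature-sensitive p53-A138V and a BP100-luciferase reporter were pinned with compounds (4-point, 1:5 series) and held 24 hrs at 37 deg C. Luminescence was read 10 min after detection reagent.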
# RORgamma inh: qHTS for inhibitors of ROR gamma transcriptional activity. Nuclear receptor ROR-gamma (Mus musculus), P51450. Drosophila S2 Gal4-RORgamma UAS-luciferase reporter, 20 h. Potency, µM (series often up to 53.6 µM), inactives show at the top dose activity change, negative = inhibition, actives largely listed as inhibitors. 5.4% of 310,000 active. AID 2551, 2010; further: on the % scale 0 is the no-effect control and ±100 the full control effect; nearly all actives have a fitted effect of over 60% in size
# Target sequence (P51450 whole entry, looked up, the tested form may be a part): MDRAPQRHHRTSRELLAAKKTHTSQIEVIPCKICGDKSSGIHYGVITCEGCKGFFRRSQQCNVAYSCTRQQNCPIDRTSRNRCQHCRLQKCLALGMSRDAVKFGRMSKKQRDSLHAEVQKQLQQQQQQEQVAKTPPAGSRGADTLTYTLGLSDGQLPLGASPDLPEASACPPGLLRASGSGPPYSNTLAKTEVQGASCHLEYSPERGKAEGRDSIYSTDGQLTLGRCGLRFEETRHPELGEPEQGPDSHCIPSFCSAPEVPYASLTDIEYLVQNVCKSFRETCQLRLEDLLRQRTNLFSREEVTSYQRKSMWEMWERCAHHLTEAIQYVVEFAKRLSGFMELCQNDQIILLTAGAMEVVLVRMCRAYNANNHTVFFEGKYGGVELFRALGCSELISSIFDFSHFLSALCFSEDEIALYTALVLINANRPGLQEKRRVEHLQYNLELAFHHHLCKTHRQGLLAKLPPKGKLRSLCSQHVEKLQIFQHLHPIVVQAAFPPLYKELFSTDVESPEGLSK
#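 Using a luciferase readout, inhibitors were identified by reduced reporter activity in Drosophila cells coexpressing a copper-inducible Gal4–ROR gamma fusion and UAS-driven Photinus luciferase, incubated 20 hr after 700 uM copper sulfate.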
# ELG1 genotoxic: qHTS screen for small molecules that induce genotoxicity in human embryonic kidney (HEK293T) cells expressing luciferase-tagged ELG1. HEK293T ELG1-luciferase reporter, luminescence, 16 h. Potency, µM (top dose mostly 46 µM), without a hit: top-dose activity change, positive = activation, usual class: activators. 1.3% of 330,000 active. AID 504466, 2011; further: % of control where 0% means no effect; nearly all actives have a fitted effect of over 60% in size
#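 Screening used a luciferase reporter fused to human ELG1 in HEK293T cells. Luminescence was read on a CCD plate imager after 16 hr exposure and 30 min ONE-Glo incubation.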
# Rab9 prom act: qHTS Assay for Rab9 Promoter Activators. Huh7 Rab9 promoter-luciferase reporter, luminescence, 24 h. Potency, µM (series often up to 9.22 µM), for the others: at the top dose activation, negative = inhibition, usual class: activators. 2.8% of 320,000 active. AID 485297, 2010; further: % of control where 0% means no effect; nearly all actives have a fitted effect of over 60% in size
#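 Rab9 promoter-driven luciferase in stably transfected Huh7 cells; 1500 cells/well rested 2 h, exposed to compound in DMSO for 24 h at 37 °C, 5% CO2. Luminescence read 10 min after adding luciferase reagent at ambient temperature.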
# Starred values were filed as active, the others as inactive; ? = inconclusive; nt = not tested or not shown; & = joins results of further samples; [ ] = remark or other dose. Unless noted, the call rests on the fitted dose curve; in most records, active means well fitted curve in the direction sought with a large enough effect; inconclusive means small, poorly fitted or top-dose-only effect, or another doubt; inactive means no such curve, though single readings can be large; an effect the other way counts as inactive or inconclusive. Potency means the concentration at half of the fitted maximal effect. Not a hit list (roughly 13% active in at least one column).
SMILES,uPA generation,MBNL1-CUG inh,BRCA1 expr act,NPC1 promoter act,VP16 counter,FLuc counter,p53 reactivator,RORgamma inh,ELG1 genotoxic,Rab9 prom act
Clc1ccccc1-c1ncnc2ccc(Br)cc12,2%,38%[activator],-22%,0%,-6%,-4%,-3%,?,4%,-5%
COc1ccc(OC)c(CN(CCN2CCOCC2)S(=O)(=O)c2ccc(NC(C)=O)cc2)c1,-1%,-4%,0%,-1%,1%,0%,-2%,-4%,0%,-2%
CCCCC(=O)NNC(=S)NCc1ccccc1,2%,-2%,0%,0%,-4%,0%,-4%,14µM*,0%,-2%
O=C(Nc1nc2n(n1)C(c1ccc(F)cc1)CC(c1ccccc1)N2)c1ccco1 (stereo not given),1%,nt,-20%,1%,7.1µM*,0%,-3%,3.2µM*,1%,-2%
CCOC(=O)C1CCCCN1Cc1cn[nH]c1-c1ccc(F)cc1F (stereo not given),15%,7%,10%,0%,-8%,-2%,3%,8%,-1%,-3%
CC(=O)Oc1ccc(-c2csc(Nc3ccc(Cl)cn3)n2)cc1,?,1%,?,?,nt,-19%,nt,nt,?,?
CCOc1ccc(-c2ccc(SCc3ccccn3)nn2)cc1,-1%,0%,4.5µM*,?,25%,13µM*,10%,?,-7%,?
COc1cc(C2CC(=O)Oc3cc(C)c(Br)c(C)c32)cc(OC)c1OC (stereo not given),6%,nt,-11%,nt,5.6µM*,nt,-2%,?,1%,nt
Cc1nn(-c2ccccn2)c2c1-c1nc(N3CCOCC3)ncc1CC2,7%,-5%,-3%,6%,0%,-10%,16%,-3%,2%,10%
C=CCN(CC=C)C(=S)Nc1ccccc1,nt,-5%,-10%,-1%,-14%,3%,-3%,?,1%,-3%
Cc1ccc[n+](-c2nc([O-])sc2C=O)c1,1%,?,0%,-1%,-6%,-5%,0%,-14%,1%,-4%
Cc1ccccc1N(CC(=O)NCC1CCCO1)C(=O)CNS(=O)(=O)c1ccc(F)cc1 (stereo not given),-1%,0%,42%,1%,-2%,1%,-5%,6%,-18%,-1%
O=C(COc1ccccc1)Nc1nonc1NC(=O)COc1ccccc1,1%,-10%,-1%,-2%,1%,7.6µM*,2%,-6%,11%,-1%
Cn1c(N)c(C(=O)COC(=O)c2ccc([N+](=O)[O-])o2)c(=O)n(C)c1=O,-10%,?,-38%,5%,?,-5%,15%,1%,-4%,1%
Brc1ccc(OCc2nc3ccccc3[nH]2)cc1,?,1%,?,3.2µM*,-9%,2.4µM*,?,-1%,?,2.5µM*
CC1C(=O)C(C)C(c2ccc3c(c2)OCO3)NC1c1ccc2c(c1)OCO2 (stereo not given),-5%,-11%,-16%,0%,1%,5%,-4%,-19%,-1%,-7%
CC1(C)Oc2ccc(C(=O)N3CCCC3)cc2N(CC(=O)NCc2ccccc2)C1=O,2%,-6%,3%,5%,-4%,1%,0%,-6%,3%,3%
COC(=O)C1=CN(Cc2cccs2)C=C(C(=O)OC)C1c1cccc(Cl)c1,-4%,11%,-21%,0%,1%,-5%,-6%,?,-5%,2%
NC(=O)c1ccccc1NC(=O)N1CCOCC1,2%,3%,-4%,-1%,-20%,0%,nt,-14%,-1%,0%
CC(C)c1ccc(NC(=O)N2CCCC2C(=O)Nc2ccc(-n3cnnn3)cc2)cc1 (stereo not given),-4%,-4%,?,9%,-7%,2%,-3%,-11%,-1%,-1%
CCC(NC(=O)CCc1c(C)c2cc3c(C)c(C)oc3cc2oc1=O)C(=O)N[C@@H](Cc1ccccc1)C(=O)O (stereo not given in full),5%,9%,-7%,3%,1%,?,nt,18%,0%,-1%
COc1ccc(NC(=O)c2cc(-c3cc(C)cc(C)c3O)n[nH]2)cc1Cl,-2%,-4%,-22%[1.84 µM],11%,?,?,-11%,?,-24%,1%
CCCC(=O)Nc1cc(=O)[nH]c2ncnn12,-1%,8%,11%,0%,-5%,-1%,1%,-8%,2%,-2%
CN(Cc1cccs1)C(=O)c1cc(S(=O)(=O)N2CCOCC2)ccc1F,13%,nt,-15%,0%,nt,0%,0%,nt,0%,0%
CCCNC(=O)C(=O)c1cccn1-c1ccsc1C(=O)OC,5%,19%,-4%,0%,-5%,2%,4%,15%,-1%,6%
COc1cc(C(CC(=O)N2CCN(c3ccccc3)CC2)c2c(OC)cc(OC)c3ccc(=O)oc23)cc(OC)c1OC (stereo not given),8%,1%,9%,-3%,-1%&6%,0%,-7%,4%&5%,0%,-10%
CCOC(=O)C1CCCN(C(=O)Cc2ccc(OC)c(OC)c2)C1 (stereo not given),-1%,-1%,-9%,2%,-2%,0%,-4%,-10%,-1%,2%
COc1ccc(C(=O)COc2ccccc2C(N)=O)cc1,0%,-3%,22%,12%,13%,-19%,3%,9%,-6%,19%
O=C(CSc1nc2c(c(=O)[nH]1)CCC2)Nc1ccc(F)cc1,-2%,-1%,-18%,-2%,18%,0%,-1%,-21%,1%,0%
COc1ccccc1/C=C/C=N/n1c(-c2ccccc2)n[nH]c1=S,-3%,nt,0%,2%,?,15µM*,4%,0.4µM*,-5%,13%
O=C(CNC(=O)c1ccc(Oc2ccccc2)cc1)OC1CCCCC1=O (stereo not given),-1%,-16%,18%,1%,7%,?,5%,9%,0%,-5%
COc1ccc(/C=N/NC(=O)c2ccccc2O)cc1Cn1cc(Cl)cn1,-1%,?,-22%,6%,14µM*,?,5%,6.3µM*,-1%,-3%
CCOc1ccc(CCNC(=O)/C=C/c2ccco2)cc1OCC,?,15%,-1%,4%,16%,-2%,-6%,-11%,-7%,13%
CCCNc1nc(Cl)nc(Nc2ccc(Cl)cc2)n1,-1%,?,6%,18%,?,-8%,22%,4%,0%,8%
O=C(NNC(=O)c1ccccc1-n1cccc1)c1cncc(Br)c1,-13%,nt,-9%,nt,nt,nt,2%,nt,1%,nt
CCC(=O)N(CC)C1=C(O)c2ccccc2C(=O)C1=O,0%,?,-36%,-1%,?,?,-9%,?,0%,-1%
O=C(COC(=O)Cc1ccc(Cl)cc1)Nc1c(F)cccc1F,0%,nt,-11%,-7%,-11%,3%,-2%,-13%,1%,-1%
COc1ccc(OC)c(-c2cc(C(=O)N3CCN(c4ccccc4)CC3)no2)c1,10%,2%,-36%,-5%,1%,8%,-6%,27%,-5%,-1%
O=C(NC(=S)N1CCCCC1c1cccnc1)c1ccccc1 (stereo not given),-3%,-4%,0%,0%,4.5µM*,-1%,9%,0.79µM*,-1%,2%
O=C1C=C(c2ccccc2Oc2ccccc2)C[C@@H](c2ccc3c(c2)OCO3)C1,-2%,nt,-21%,-1%,nt,2%,-7%,nt,-6%,1%
Cc1ccc(C(=O)N/C(=C\c2cccs2)C(=O)N2CCOCC2)cc1C,7%,18%,-7%,0%,-7%,2%,-8%,-18%,6%,-6%
CC1=C(C(=O)NCc2ccccc2)C(c2ccccc2OCC(N)=O)NC(=O)N1 (stereo not given),9%,6%,-4%,-1%,5%,0%,-3%,?,-2%,-3%
O=C(NCC(=O)N(c1ccc2c(c1)OCCO2)C(C(=O)NC1CCCC1)c1ccco1)c1ccco1 (stereo not given),-3%,-14%,-1%,-1%,11%,-4%,10%,?,9%,2%
CN(C)c1nccc(Nc2ccccc2)c1C#N,-5%,-2%,29%,-2%,-6%,-12%,-6%,-35%,10%,7%
O=C(NCc1ccco1)C1CCCN(S(=O)(=O)c2ccc(-n3cnnn3)cc2)C1 (stereo not given),2%,-2%,-22%,18%,-8%,-4%,2%,-22%,-9%,-3%
COc1ccc2[nH]c(=O)c(CN(c3ccccc3)S(=O)(=O)c3ccccc3)cc2c1,-1%,2%,-16%,-5%,-10%,-2%,?,0%,-4%,3%
COc1ccc(CNC(=O)CSc2nnc(-c3ccc(NC(C)=O)cc3)n2C)cc1,nt,-1%,8%,nt,7%,0%,nt,-41%,nt,nt
O=C(c1sc2ccccc2c1Cl)N(Cc1cccs1)C1CCS(=O)(=O)C1 (stereo not given),-6%,-8%,-10%,-1%,-13%,-21%,-4%,28%,7%,-1%
Cc1cccc(C(CC(=O)NCCc2ccccc2)c2ccccc2)c1O (stereo not given),1%,-1%,-26%,1%,-17%,-6%,4%,30%,-4%,0%
Cc1cc(CSc2ccccc2C(=O)O)on1,5%,-7%,3%,1%,-5%,0%,5%,-24%,-1%,-2%
N#Cc1ccc(Oc2c(Cl)cncc2Cl)cc1,3%,-1%,22%,-2%,-8%,-2%,-6%,11%,-12%,-5%

# Screens (PubChem)
